# Assay outcomes from PubChem BioAssay.
# SENP1 inh – human SENP1 catalytic domain inhibitors, primary screen, biochemical, FRET, uHTS. Sentrin-specific protease 1 (Homo sapiens), Q9P0U3. recombinant SENP1 catalytic domain, CyPet-SUMO1-YPet FRET cleavage. inhibition, % at 10 µM. 360,000 tested, 0.21% active;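 active = inhibition at least 30% at 10 µM, raw YFP signal under a set limit, fluorescence ratio 0.5 to 1.5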;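 also: 0% = enzyme with DMSO and 100% = no enzyme wells; some results filed as inactive read as strong as hits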
#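 Test system: human SENP1 catalytic domain; medium: Tris pH 8 buffer plus EDTA, NaCl, BME, BSA, NP40, catalase; incubation: 50 min reaction at room temperature; technique: FRET, CFP and YFP emission; controls: no-enzyme low control and enzyme-plus-DMSO high control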
# SENP6 inh – SENP6 protease inhibitors, primary screen, biochemical, luminescence, uHTS. Sentrin-specific protease 6 (Homo sapiens), Q9GZR1. Recombinant SENP6 catalytic domain, aminoluciferin luminescence. inhibition, % at 10 µM. 330,000 tested, 1.8% active. AID 2599, 2010;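 active = inhibition above about 50% at the single tested dose, limit read from the data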;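 also: plate controls were DMSO wells with enzyme for no effect and DMSO wells lacking enzyme for full effect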
# PfGluPho inh – PfG6PD enzyme inhibitors, primary screen, biochemical, fluorescence intensity, uHTS. glucose-6-phosphate dehydrogenase-6-phosphogluconolactonase (Plasmodium falciparum 3D7). 350,000 tested, 0.78% active. inhibition, % at 20 µM. AID 504690, 2011. PfGluPho enzyme, NADPH resazurin-diaphorase fluorescence;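 active = inhibition reaching at least a set limit at 20 µM in the primary screen, cut at about 59% in these data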;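 also: 0% = DMSO wells with substrate and 100% = DMSO wells lacking glucose-6-phosphate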
# GRIN3A LBD mod – binders of NR3A ligand-binding domain, primary screen, biophysical, differential scanning fluorimetry, uHTS; Glutamate receptor ionotropic, NMDA 3A (GRIN3A) ligand-binding domain; NR3A LBD differential scanning fluorimetry, Tm shift; 0% = protein alone, 100% = glycine-bound protein; Tm shift relative to glycine control, % at 25 µM; 340,000 tested, 2.5% active;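 active = melting temperature shift of at least 10% of the positive control shift, at one fixed dose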
# MPTP inh – mitochondrial permeability transition pore inhibitors, primary screen, biochemical, isolated mouse mitochondria, absorbance | inhibition, % at 10 µM | 360,000 tested, 1.4% active | AID 602449, 2012 | Ca2+ swelling absorbance, 30 min;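 active = inhibition of 50% or more, scaled per plate between neutral and stimulator controls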;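 also: 0% = DMSO wells given calcium and 100% = 1 mM EGTA wells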
# hIAP act – human IAP activators, primary screen, biochemical, luminescence, uHTS; Intestinal-type alkaline phosphatase (Homo sapiens), P09923; purified human IAP, CDP-Star luminescence, 30 min; stronger effect = higher value; 1 = vehicle-only enzyme, 0 = enzyme-free background; activation factor at 10 µM; 330,000 tested, 0.16% active;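 active = activation factor of the enzyme at least 2-fold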; also: the source names both 10 and 20 µM as test concentration; values of inactives mirror those of a sister screen read the other way
# Target sequence (P09923 whole entry, looked up): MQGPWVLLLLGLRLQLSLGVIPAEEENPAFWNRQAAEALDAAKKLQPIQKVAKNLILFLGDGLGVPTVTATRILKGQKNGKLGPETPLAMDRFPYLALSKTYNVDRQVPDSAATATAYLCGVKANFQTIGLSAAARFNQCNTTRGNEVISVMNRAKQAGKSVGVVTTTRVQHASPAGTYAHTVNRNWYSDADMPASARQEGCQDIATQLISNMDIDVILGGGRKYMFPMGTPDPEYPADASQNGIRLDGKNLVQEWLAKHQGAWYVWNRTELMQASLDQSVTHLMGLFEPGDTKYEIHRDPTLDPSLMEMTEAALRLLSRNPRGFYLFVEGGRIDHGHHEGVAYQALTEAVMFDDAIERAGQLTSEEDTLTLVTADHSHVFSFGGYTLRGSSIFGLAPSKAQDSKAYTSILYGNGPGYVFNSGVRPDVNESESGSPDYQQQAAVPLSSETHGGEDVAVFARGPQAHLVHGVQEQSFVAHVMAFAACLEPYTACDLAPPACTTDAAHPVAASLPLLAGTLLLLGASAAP
# ATG4B inh – ATG4B protease inhibitors, primary screen, biochemical, fluorescence, uHTS. Cysteine protease ATG4B (Homo sapiens), Q9Y4P1. ATG4B cleavage of LC3-PLA2, NBD-HPC fluorescence, 1 h. inhibition, % at 8.33 µM. 340,000 tested, 0.51% active. AID 504462, 2011; in the data active = inhibition above about 40%
# Target sequence (Q9Y4P1 whole entry, looked up): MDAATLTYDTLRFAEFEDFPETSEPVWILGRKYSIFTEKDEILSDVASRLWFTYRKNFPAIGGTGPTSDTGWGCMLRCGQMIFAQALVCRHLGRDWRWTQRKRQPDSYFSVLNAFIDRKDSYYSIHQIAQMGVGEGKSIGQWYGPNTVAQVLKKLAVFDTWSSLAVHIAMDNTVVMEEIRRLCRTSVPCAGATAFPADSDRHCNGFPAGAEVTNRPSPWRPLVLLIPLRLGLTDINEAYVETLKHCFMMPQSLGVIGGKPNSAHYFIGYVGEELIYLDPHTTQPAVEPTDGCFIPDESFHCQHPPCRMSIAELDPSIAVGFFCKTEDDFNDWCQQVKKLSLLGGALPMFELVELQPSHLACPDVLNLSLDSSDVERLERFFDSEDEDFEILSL
# SENP8 inh – human SENP8 protease inhibitors, primary screen, biochemical, fluorescence, Nedd8 protein substrate, uHTS; recombinant SENP8; inhibition, % at 20 µM; 360,000 tested, 0.64% active; in the data active = inhibition mostly above about 40%, no sharp cut-off; inactive = mostly below about 27%
# Numbers without * were called inactive; . = not tested or not shown.
SMILES,SENP1 inh,SENP6 inh,PfGluPho inh,GRIN3A LBD mod,MPTP inh,hIAP act,ATG4B inh,SENP8 inh
Cc1cccc(N(CC(=O)NCCc2ccccc2)C(=O)CCC(=O)Nc2ccccn2)c1C,-2,-19,-14,-1,-3.2,0.98,-12,8
COc1cccc(CNn2cnnc2)c1O,3,-10,3,1,-2.0,1.2,2,3
CCN(CCO)Cc1csc2ccc(C(C)(C)C)cc12,0,-3,5,2,20,0.99,0,22
COc1cccc(-c2nc(=S)c3c(n2CCCO)CCCC3)c1,-3,-6,-5,0,0.1,2.4*,3,-15
CCCCOC(=O)Cn1c(=O)oc2ccc(C)cc21,2,-2,10,0,0.7,0.83,-6,10
CC(NC(=O)C1CCN(S(=O)(=O)c2ccc3nc4c(c(C(=O)O)c3c2)CCCC4)CC1)c1ccccc1 (stereo not given),-7,-13,-14,-3,-2.5,0.98,-6,-1
OCC1OC(n2nc3ccccc3n2)C(O)C(O)C1O (stereo not given),0,4,-14,0,-0.9,1.1,6,4
Cn1cnc(C(=O)NC2CCN(C(=O)OC(C)(C)C)CC2)c1C(=O)NC1CCN(C(=O)OC(C)(C)C)CC1,0,-7,4,-2,-0.4,1.1,2,16
CC(C)C(=O)NC(=S)Nc1ccccc1F,1,-5,-4,2,1.1,0.91,12,26
CS(=O)(=O)Nc1ccc(N2CCN(c3ccc(C(F)(F)F)cn3)CC2)nc1,-9,-1,7,3,15,1,-1,-209
Cc1cccc(N(C(=O)c2nsc(Cl)c2Cl)C(C(=O)NC2CCCC2)c2ccc(O)cc2)c1C (stereo not given),2,1,5,-6,28,1,-6,3
CSc1cc(C)[nH]c(=O)n1,-3,-18,-7,2,-1.1,0.85,10,15
CCc1ccc(-c2cc(C)no2)cc1S(=O)(=O)N1CCC(C)CC1,0,-2,-1,3,1.3,1,5,14
O=P(O)(O)COc1ccccc1P(=O)(c1ccccc1)c1ccccc1,1,3,10,2,8.3,0.88,-3,16
COc1ccc(OC)c(/C=N\NC(=O)c2ccc(COc3ccc(C)cc3[N+](=O)[O-])o2)c1,-64,-16,-1,6,4.4,1,4,-475
C=CCn1c(SC)nccc1=O,-1,.,6,1,0.9,.,5,4
O=C(Nc1nnc(C2=COCCO2)o1)c1ccc(Br)cc1,2,5,.,.,-2.4,1.1,.,-2
CCOc1ccc(N(CC(=O)NCCc2ccccc2)C(=O)c2csnn2)cc1,1,7,0,-3,0.3,1.1,4,14
CCn1cc(Br)c(C(=O)Nc2ccccc2C(=O)OC)n1,0,2,11,3,1.5,1,0,-16
CN(CC(=O)Nc1cccc(F)c1)C(=O)c1ccc(-c2cccc(C(F)(F)F)c2)o1,1,-8,9,4,-0.2,0.99,5,6
Cc1cc(C)c(NS(=O)(=O)c2ccc3c(c2)NC(=O)CCS3)c(C)c1,2,-6,1,-1,0.8,1.1,2,2
O=C(CCCN=C1NS(=O)(=O)c2ccccc21)OCC(=O)N1CCc2ccccc21,-3,-10,5,0,0.9,0.99,-12,10
O=C(CN1C(=O)NC2(CCCCC2)C1=O)NC1CCCc2ccccc21 (stereo not given),1,19,-8,-2,0.7,0.85,-6,18
CC(=O)c1ccc(S(=O)(=O)N2CCN(C(=O)CN3C(=O)NC4(CCCC4)C3=O)CC2)cc1,1,-10,-14,3,-0.3,1.1,7,10
CCOC(=O)C1=C(C)NC(=O)NC1c1ccc([N+](=O)[O-])o1 (stereo not given),-1,2,5,-1,0.0,0.9,-3,28
SMILES,SENP1 inh,SENP6 inh,PfGluPho inh,GRIN3A LBD mod,MPTP inh,hIAP act,ATG4B inh,SENP8 inh
Fc1ccc(-c2ccnn2-c2ccccc2)cc1,0,-8,0,1,0.5,0.95,4,-2
Cc1ccc(NC(=O)N(Cc2nc3ccccc3c(=O)[nH]2)Cc2cccs2)cc1,1,-19,11,5,0.4,0.91,-1,6
N#Cc1c(NCCN)nc(-c2ccco2)c2c1CCCC2,-56,-2,5,-6,92*,0.91,-3,-494
COc1ccc(N2CCCn3c2nc2c3c(=O)n(Cc3ccc(C)cc3)c(=O)n2C)c(OC)c1,1,-37,25,0,0.8,1.1,-7,23
Cc1c(C(=O)OC(C)C(C)C[N+](C)(C)C)oc2ccccc12 (stereo not given),0,-16,-21,2,-1.0,1,-12,18
CCOc1ccc2nc(N/C(N)=N/C(=S)Nc3cccc(OC)c3)nc(C)c2c1,-2,-31,-12,14*,2.2,1,3,-175
COc1ccc(N(CC(=O)Nc2ccc3c(c2)OCCO3)S(=O)(=O)c2c(C)noc2C)cc1,2,-11,-6,-6,4.9,1,3,28
CCCCN(C(=O)CSCC(=O)Nc1ccc(C)cc1)c1c(N)n(CC(C)C)c(=O)[nH]c1=O,-1,1,-11,2,0.8,0.99,-16,2
CCn1c(=O)n(CC(=O)NCc2ccccc2OC)c(=O)c2ccccc21,2,-8,8,-1,2.4,1.1,-1,9
Cc1ccc2c(c1)-c1c(ssc1=S)C(C)(C)N2C(=O)CSc1nncn1C,2,15,8,0,-6.6,0.79,-13,43*
Cc1ccc(NS(=O)(=O)c2cccc(C(=O)NCC3(N(C)C)CCCCC3)c2)cc1,1,-5,-10,1,0.8,0.92,-6,13
CCc1ccc(OCC(=O)OCC(=O)NCCNC(=O)COC(=O)COc2ccc(CC)cc2)cc1,-1,-17,-3,0,-0.5,0.98,-3,1
COc1ccccc1NS(=O)(=O)c1cc(NC(=O)COc2ccccc2F)ccc1N1CCOCC1,0,-11,32,-1,-0.5,1.1,-5,15
Cn1cccc1Cc1nnc(SCC(=O)Nc2ccccc2F)n1-c1ccc(F)cc1,1,3,-19,-2,-1.0,0.98,-1,8
COc1ccc(NC(=O)c2cccc3c2C(=O)N(CC2CCCO2)C3)cc1OC (stereo not given),0,-4,-9,-4,0.4,0.89,-9,5
COc1cccc(NC(=O)CN(C)C(=O)c2cc3ccccc3cc2OC)c1,0,5,-2,-2,-0.6,0.92,2,-71
COc1ccccc1N(CC(N)=O)S(=O)(=O)c1ccc(C)cc1,0,-7,0,-5,-0.7,0.89,9,4
CC(=O)c1ccc(N=C2C(=O)Nc3ccccc32)cc1,0,0,12,2,-0.1,1,-1,-26
O=C(Nc1cccc(NC(=O)c2ccc(Cl)cc2Cl)c1)c1cccnc1,-2,2,-3,-2,0.5,0.96,-2,-1
Cc1nn(-c2ccccc2)c(Cl)c1C(=O)N(C)CC(=O)Nc1cccc(F)c1,2,-5,-6,-4,-1.9,1,-13,-3
CN(C)c1ccc(S(=O)(=O)NCC(=O)NCC2CCCCC2)cc1[N+](=O)[O-],2,-17,0,1,-0.7,1,-2,12
CCOc1ccc(NC(=O)CSc2nc3ccccc3c(=O)n2CCNC(C)=O)cc1,1,-12,-12,0,0.6,1,-9,16
CN(C)S(=O)(=O)c1ccc(C(=O)OCC(=O)N2CC3(C)CC2CC(C)(C)C3)cc1 (stereo not given),2,-19,4,3,0.7,1.1,-9,7
Cc1cccc(NC(=S)N2CCCCC2c2cccnc2)c1C (stereo not given),-1,-11,-3,-1,1.0,1,-7,14
CC[C@]12c3[nH]c4cc(CCC(=O)N(C)C)ccc4c3CCN1C(=O)[C@@H](CC(=O)NCCC1=CCCCC1)C[C@@H]2C(=O)N1CCN(C(=O)c2ccco2)CC1,2,.,7,0,0.3,.,.,9

# 3 structures from above, arranged by length of the SMILES, high to low:
SMILES,SENP1 inh,SENP6 inh,PfGluPho inh,GRIN3A LBD mod,MPTP inh,hIAP act,ATG4B inh,SENP8 inh
Cc1ccc(NS(=O)(=O)c2cccc(C(=O)NCC3(N(C)C)CCCCC3)c2)cc1,1,-5,-10,1,0.8,0.92,-6,13
Cc1ccc(NC(=O)N(Cc2nc3ccccc3c(=O)[nH]2)Cc2cccs2)cc1,1,-19,11,5,0.4,0.91,-1,6
Fc1ccc(-c2ccnn2-c2ccccc2)cc1,0,-8,0,1,0.5,0.95,4,-2

# New compounds follow.
SMILES,SENP1 inh,SENP6 inh,PfGluPho inh,GRIN3A LBD mod,MPTP inh,hIAP act,ATG4B inh,SENP8 inh
Cc1cc(NC(=O)CSc2nnc(NCc3ccco3)s2)no1,-1,-12,6,0,0.7,0.97,2,12
O=C(O)c1cccc(S(=O)(=O)Nc2ccc(O)cc2Sc2nc3ccccc3s2)c1,1,5,4,-4,-2.2,0.95,-5,19
O=C1c2ccccc2C(=O)N1C/C=C/c1ccccc1,2,-6,-4,3,8.0,0.98,-7,27
COc1ccc(C(CNC(=O)c2cccnc2SC)N2CCOCC2)cc1 (stereo not given),-1,-8,-20,0,20,1.1,0,6
COc1ccc(-c2nnc(NC(=O)C3=COCCO3)o2)cc1,1,-6,8,-2,-0.4,1.1,-11,11
CCOC(=O)Cc1nnc(NC(=O)CSc2nnc3c4ccccc4n(C(C)C)c3n2)s1,2,1,-12,-1,-1.7,1,10,12
CC(C)NC(=O)N(C)C[C@@H]1OCc2cn(nn2)CCCC(=O)N([C@H](C)CO)C[C@H]1C,2,.,-11,.,-0.3,.,.,-5
Cc1cnc(C(=O)OCc2cc(=O)n3c(C)cccc3n2)cn1,14,0,12,1,-0.5,0.88,-5,-18
Cc1ccc(-c2nc3ccccc3c(=O)n2NC(=O)COc2ccccc2)cc1,2,-33,-23,0,-0.7,1,4,12
CC(C)c1cc(=O)[nH]c(SCC(=O)NC2CCCC2)n1,0,-2,-5,-1,-1.2,1.3,6,-2
Nc1nc(SCc2ccccc2)n[nH]1,0,-15,-4,0,2.2,0.91,-5,18
O=C(NC1CCCCCC1)C(=O)NC1CCCC1,-1,1,-3,1,1.9,1,1,8

# Grouped by structure, those above with an aryl thioether with sulfur outside any ring.
SMILES,SENP1 inh,SENP6 inh,PfGluPho inh,GRIN3A LBD mod,MPTP inh,hIAP act,ATG4B inh,SENP8 inh
CSc1cc(C)[nH]c(=O)n1,-3,-18,-7,2,-1.1,0.85,10,15
C=CCn1c(SC)nccc1=O,-1,.,6,1,0.9,.,5,4
Cc1ccc2c(c1)-c1c(ssc1=S)C(C)(C)N2C(=O)CSc1nncn1C,2,15,8,0,-6.6,0.79,-13,43*
Cn1cccc1Cc1nnc(SCC(=O)Nc2ccccc2F)n1-c1ccc(F)cc1,1,3,-19,-2,-1.0,0.98,-1,8
CCOc1ccc(NC(=O)CSc2nc3ccccc3c(=O)n2CCNC(C)=O)cc1,1,-12,-12,0,0.6,1,-9,16
Cc1cc(NC(=O)CSc2nnc(NCc3ccco3)s2)no1,-1,-12,6,0,0.7,0.97,2,12
O=C(O)c1cccc(S(=O)(=O)Nc2ccc(O)cc2Sc2nc3ccccc3s2)c1,1,5,4,-4,-2.2,0.95,-5,19
COc1ccc(C(CNC(=O)c2cccnc2SC)N2CCOCC2)cc1 (stereo not given),-1,-8,-20,0,20,1.1,0,6
CCOC(=O)Cc1nnc(NC(=O)CSc2nnc3c4ccccc4n(C(C)C)c3n2)s1,2,1,-12,-1,-1.7,1,10,12
CC(C)c1cc(=O)[nH]c(SCC(=O)NC2CCCC2)n1,0,-2,-5,-1,-1.2,1.3,6,-2
Nc1nc(SCc2ccccc2)n[nH]1,0,-15,-4,0,2.2,0.91,-5,18
